Assay outcomes: PubChem, Fisher Drug Discovery Resource Center
mcGAS lum: cyclic GMP-AMP synthase inhibitors, mouse, primary biochemical chemiluminescence. Q8C6L5. recombinant cGAS, Kinase-Glo ATP depletion luminescence. inhibition, % at 12.5 µM. 160,000 compounds, 0.15% hits. AID 1259399, 2018;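 also: 0% = negative control wells and 100% = reference inhibitor with no enzyme activity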
NPYLR7 agonist: agonists of mosquito NPYLR7 receptor, primary screen, cell-based, Aedes aegypti, calcium fluorescence, mosquito biting behavior | Aedes aegypti neuropeptide Y-like receptor 7 (NPYLR7) | HEK293T NPYLR7/Galpha15, GCaMP6s calcium fluorescence | activation, % at 10 µM | 270,000 compounds, 0.15% hits | AID 1259423, 2018; in the data active = activation above about 40%;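 also: 0% = vehicle and 100% = reference agonist at the receptor; some compounds past the cut are filed as inactive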
hcGAS lum: Primary biochemical luminescence assay for human cyclic GMP-AMP synthase inhibitors. Q8N884. recombinant h-cGAS, ATP depletion, Kinase-Glo luminescence. inhibition, % at 12.5 µM. 290,000 compounds, 0.081% hits;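 also: 0% = vehicle reaction and 100% = reaction without DNA for no activity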
Target sequence (Q8N884 whole entry, looked up): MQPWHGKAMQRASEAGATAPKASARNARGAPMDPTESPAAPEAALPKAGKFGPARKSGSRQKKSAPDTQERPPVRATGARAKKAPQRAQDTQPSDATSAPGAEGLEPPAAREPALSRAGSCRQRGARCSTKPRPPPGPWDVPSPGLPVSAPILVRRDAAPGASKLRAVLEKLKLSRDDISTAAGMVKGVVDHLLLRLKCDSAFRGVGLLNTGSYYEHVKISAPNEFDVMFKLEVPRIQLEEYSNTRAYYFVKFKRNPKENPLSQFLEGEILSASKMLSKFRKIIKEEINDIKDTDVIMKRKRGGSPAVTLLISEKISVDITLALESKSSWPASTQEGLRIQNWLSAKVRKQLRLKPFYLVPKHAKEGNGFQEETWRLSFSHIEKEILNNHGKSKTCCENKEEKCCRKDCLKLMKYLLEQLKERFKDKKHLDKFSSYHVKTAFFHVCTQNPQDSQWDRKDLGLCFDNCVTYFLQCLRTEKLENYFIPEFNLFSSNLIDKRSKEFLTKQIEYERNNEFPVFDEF
* hit, by the source's call; x = no result given; & = joins results of further samples. Rule as the data show it, unless noted: active = inhibition above about 40%; inactive = the rest.

SMILES	mcGAS lum	NPYLR7 agonist	hcGAS lum
CCOC(=O)C1(CC2CCCCO2)CCN(C(=O)C#Cc2ccccc2)CC1 (stereo not drawn)	x	15	-1&-6
Cc1nc(Cl)cc(NCCS(=O)(=O)N2CCSCC2)n1	-16	16	-8
O=S(=O)(c1ccc(Cl)cc1)N1CCN(C2c3ccccc3CCc3ccccc32)CC1	-7	3	-3
CN(CCNC(=O)CC1Sc2ccccc2NC1=O)c1ccccc1 (stereo not drawn)	x	20	-10
Cc1ncsc1CCC(=O)N1CCCC(Nc2ccc(F)c(F)c2)C1 (stereo not drawn)	x	7	-10
COc1ccc(-c2csc(C(O)c3ccc(F)c(F)c3)n2)cn1 (stereo not drawn)	x	5	-14
Cc1ccc(C)c(NC(=O)CN(C)C(=O)Cn2c(=O)n(C)c3ccccc32)c1	-7	12	-5
Cc1oc(-c2ccccc2NS(=O)(=O)c2cccc(F)c2)nc1CNC(=O)CC(C)C	x	5	-5
O=C(NCC12CC3CC(CC(C3)C1)C2)c1cnn2cc(Br)cnc12	-5	-1	-4
Cc1cc(CC(C)NC(=O)c2cn3ccsc3n2)n[nH]1 (stereo not drawn)	-14	2	-5
COc1ccc(CN(Cc2ccc(F)cc2)CC(O)COCC(C)C)cc1OC (stereo not drawn)	-6	x	-5
Cc1cc(C)c(C(=O)O)c(=O)[nH]1	-1	-3&5	-6&1
CNC(=O)c1csc(N2CCN(Cc3ccccc3)C2=O)n1	x	-1	-7
CCNC(=O)NC(=O)CSc1nnc(-c2cc3c(s2)CCC(CC)C3)n1C (stereo not drawn)	-1	11	-5
COCc1nn2c(N)c(C#N)nnc2c1-c1ccc(F)cc1	x	-11	-8
Cc1cccc(NC(=O)CCC2CCN(C(=O)C3=CCCC3)CC2)c1	-13	5&11	-2&-5
CC(SCc1nc(N)nc(N(C)C)n1)C(=O)Nc1ccc2c(c1)CCC2 (stereo not drawn)	x	4	-5
O=C(O)c1ccc2nc3c4ccccc4c4ccccc4c3nc2c1	-2	2	-7
CCOC(=O)c1cc(-c2ccc(N3CCN(C(=O)CCC(=O)OC)CC3)cc2)n(-c2cccc(F)c2)n1	-7	3	-4
Cc1cc(C)n(-c2nc3c(c(=O)n2CC(=O)Nc2ccc(C(F)(F)F)cc2)CCCC3)n1	-3	x	1
O=C(Nc1c(-c2ccccc2)nc2ccccn12)C1CCC1	-9	-6	-5
CC1(C)OC2OC(C(=O)NNC(=O)Cc3ccccc3)C3OC(C)(C)OC3C2O1 (stereo not drawn)	-2	-6	-6
COc1cc(NC(=O)CN2CCSC2=O)cc(OC)c1OC	-9	7	-5
CCOc1ccc(NC(=O)N2CCc3nc(-c4ccccc4)nc(N4CCC(C)CC4)c3C2)cc1	-5	-2	-9

Arranged by molar mass (low to high): part of the list above.
SMILES	mcGAS lum	NPYLR7 agonist	hcGAS lum
Cc1cc(CC(C)NC(=O)c2cn3ccsc3n2)n[nH]1 (stereo not drawn)	-14	2	-5
COc1cc(NC(=O)CN2CCSC2=O)cc(OC)c1OC	-9	7	-5
CN(CCNC(=O)CC1Sc2ccccc2NC1=O)c1ccccc1 (stereo not drawn)	x	20	-10

Following part
SMILES	mcGAS lum	NPYLR7 agonist	hcGAS lum
COc1ccc(CC(=O)N2CCN(c3nc(C4CC4)nc4sc5c(c34)CCCCC5)CC2)cc1	-10	x	-13
Cc1cc(C)c2c(CC(=O)N3CCC4(CN(C)C(=O)O4)C3)coc2c1C (stereo not drawn)	x	7	-3
Cc1c(NCc2cccnc2)cccc1C(=O)N(C)C(C)c1ccncn1 (stereo not drawn)	-11	10	-5
Cc1ccc(C(=O)N(CC(=O)N(Cc2cccn2Cc2ccccc2Cl)CC(C)C)C(C)C)cc1[N+](=O)[O-]	-5	2	-1
C=CCN1C(=O)NC(c2cc(OC)ccc2OC)C2=C1CN(Cc1ccccn1)C2=O (stereo not drawn)	-4	x	-5
CC1=NNc2nc3c(c(=O)n(Cc4ccc(Br)cc4)c(=O)n3C)n2C1	-10	7	-7
CCOC(=O)N1CCC(N2CCCC(CCC(=O)NCc3cccc(OC)c3)C2)CC1 (stereo not drawn)	-9	13	-3
CC(C)CNC(=O)c1ccccc1N1CCC(NC(=O)c2ccc(Cl)c(Cl)c2)CC1	-3	0	0
Cc1nn(CC(=O)N2CCN(C3CCCCC3)CC2)c(=O)c2nc(C(C)C)sc12	-1	x	0
Cc1cc(NC(=O)C2CC2)n(-c2nc3c(cnn3-c3ccc(C)c(C)c3)c(=O)[nH]2)n1	-7	x	-2
CCOc1cccc(CN2CCN(c3nnnn3-c3ccccc3)CC2)c1O	-13	30	-4
CCOC(=O)CCC(=O)Nc1ccc(C2SCC(=O)N2c2ccc(OCC)cc2)cc1 (stereo not drawn)	1	5	6
Cc1cc(C)n(-c2cc(N3CCN(S(=O)(=O)Cc4ccccc4)CC3)nc(C)n2)n1	-6	-6	-4
CC(C)OC(=O)OCCNC(=O)c1cc2ccccc2oc1=O	x	4	-3
Cc1cc(N2CCCC2)nc(Nc2ccc(NC(=O)c3ccc4ccccc4c3)cc2)n1	x	11	-6
COC1(OC)N=C(N)C2(C#N)C3(CCCCC3)C12C#N (stereo not drawn)	x	-1	-7
O=C(NCCCC(=NO)c1ccccc1)c1ccc(NS(=O)(=O)c2ccc3c(c2)OCCO3)cc1	-7	-2	-3
CCOC(=O)N1CCc2c(sc(NC(=O)c3ccc(OC)cc3)c2-c2nc3ccccc3s2)C1	x	-1	-2
O=C(Nc1ccc(N2CCCCC2)cc1)c1ccc(Cl)s1	x	3	-9
CN(C)C1(C(=O)NCCOc2cccnc2)Cc2ccccc2C1	x	24	-5
O=C1c2cccc([N+](=O)[O-])c2C(=O)N1CNc1cc(Cl)ccc1Cl	-3	0	-9
CCCCCCCOc1ccc(NC(=O)N2CC(=O)N3CCc4ccccc4C3C2)cc1 (stereo not drawn)	-7	28	-8
Cc1noc(C)c1CCC(=O)N1CCCC(O)(CO)CC1 (stereo not drawn)	-10	7	-7
O=C(O)c1ccc(-n2c(Cc3ccccc3F)n[nH]c2=O)cc1	x	3	-4

The final 4 records of the part before open the next one.
SMILES	mcGAS lum	NPYLR7 agonist	hcGAS lum
O=C1c2cccc([N+](=O)[O-])c2C(=O)N1CNc1cc(Cl)ccc1Cl	-3	0	-9
CCCCCCCOc1ccc(NC(=O)N2CC(=O)N3CCc4ccccc4C3C2)cc1 (stereo not drawn)	-7	28	-8
Cc1noc(C)c1CCC(=O)N1CCCC(O)(CO)CC1 (stereo not drawn)	-10	7	-7
O=C(O)c1ccc(-n2c(Cc3ccccc3F)n[nH]c2=O)cc1	x	3	-4
Cc1ccc(Nc2nc(-c3cnc(N4CCCCC4)nc3C)cc(=O)[nH]2)cc1	x	1	-5
O=C(Nc1ccc2c(c1)OCO2)c1cc(-c2ccc(Cl)c(Cl)c2)nc2ccccc12	-1	20	-1
Cc1ccc(Cl)c(C(=O)NC2CCc3[nH]c4cc(Cl)cc(Cl)c4c3C2)c1 (stereo not drawn)	-4	26	-7
COC(=O)CN1C(=O)CNC12CCN(C(=O)Cc1ccc(F)c(F)c1)CC2	x	-1	-7
COC1(C)CC(NC(=O)c2cccc(-n3cncn3)c2)C1(C)C (stereo not drawn)	x	-21	3
COc1ccc(C(C)=O)cc1Cn1cc(C(=O)NCc2ccc(OC)c(OC)c2)sc1=O	x	8	1
Cc1nn(C)c(C)c1CCNC(=S)NCc1cccs1	x	-1	-10
CC(O)c1cccc(-c2cc(NC3CCNCC3)nc3[nH]ccc23)n1 (stereo not drawn)	-11	40	-2
CCn1c(=C(C#N)C(=O)N2CCOCC2)sc(=Cc2sccc2C)c1=O	-5	6	1
COCC(=O)N1CCCN(Cc2cc(=O)c3ccccc3[nH]2)CC1	x	5	2
CCOc1ccc(C(=O)N(C)Cc2noc(C)n2)o1	-16	4	-7
CC(C(=O)N1CCN(c2ccccc2)CC1)N1C(=O)c2ccccc2C1=O (stereo not drawn)	x	-4	1
CCCN(Cc1cccnc1)Cc1cc(Cl)c(O)c(OC)c1	-13	x	-8
CC(C)Cc1n[nH]c(Cn2[nH]c(=O)ccc2=O)n1	x	-7	-2
CCOC(=O)C(C)N(CC(=O)N(CCc1c[nH]c2ccccc12)Cc1ccc(Cl)c(Cl)c1)CC(C)C (stereo not drawn)	-6	x	-5
c1ccc(CSc2ccc(-c3cccs3)nn2)nc1	x	0	-7
CSCCc1nc(CC(C)n2ccnc2C)n(C2CCCCC2)n1 (stereo not drawn)	-2	x	-3
COc1ccc(NC(=O)/C=C/c2ccc(Cl)cc2)cc1	-4	2	3
CC(C)CN1CCCCC1Cc1nc2c([nH]1)CC(C)(C)CNC2=O (stereo not drawn)	x	9	3
C[C@@H](NC(=O)N1CCC(n2cc(CO)nn2)CC1)c1ccc(F)cc1	x	1	-2
COc1ccc(C(=O)N2CCN(c3c(Cc4ccccc4)c(C)nc4ncnn34)CC2)c(OC)c1	-6	x	-3
CN1CCCc2cc(CNC(=O)c3nn(-c4cccc(F)c4)ccc3=O)ccc21	x	5	-9
CC(C)(CNCc1cc(Br)ccc1F)N1CCOCC1	-18	37	-8
CC1(C(=O)NS(=O)(=O)c2cccc(F)c2)CCN1C(=O)Cc1ccc(Cl)cc1Cl (stereo not drawn)	x	5	-7
COC(=O)CSc1nc2nc3c(cn2n1)C(=O)CC(c1cccs1)C3 (stereo not drawn)	x	28	11
CC(C)CN1CCN(c2nc3c(c(=O)[nH]c(=O)n3C)n2Cc2cccc3ccccc23)CC1	x	-8	-7
COc1ccccc1NC(=O)CSc1ccc2nnc(-c3ccncc3)n2n1	-6	-5	-10
Cn1cnc2c1c(=O)n(CCCSc1nnc(NC3CC3)s1)c(=O)n2C	x	-2	5
Cn1ccnc1SCCn1ccnc1-c1ccc2ccccc2n1	-11	6	-3
CCN(CC)C(=O)Oc1ccc2c(ccn2Cc2cc(F)ccc2C)c1-c1ccc(C#N)cc1	0	5	3
Cc1ccc(-n2nc(C)c3c(=O)c(C(=O)Nc4cccc(C)c4)c[nH]c32)cc1	-9	-1	-10
Cc1cc(C)n2ncc(CN3CCCC3c3c(C)noc3C)c2n1 (stereo not drawn)	x	3	-2
COCC(C)NCc1ccc(-c2ccn[nH]2)cc1 (stereo not drawn)	-9	0	-8
O=C(c1cnn2c1NC(c1cccs1)CC2C(F)(F)F)N1CCOCC1 (stereo not drawn)	-3	11	0
COc1cc(F)ccc1-c1cc(CO)ccn1	-12	2	-4
COC(=O)c1c(NC(=O)CSc2nc(C)nc3sc4c(c23)CCCC4)sc(C)c1C	1	3	-2
Cc1nc2sccn2c1CN1CCC(N2CCC(C(=O)NC3CC3)CC2)CC1	1	1	1
CN1CCCC2(CCN(C(=O)CCCc3nc(-c4ccco4)no3)C2)C1=O (stereo not drawn)	x	4	-5
COc1ccc(C(=O)N(CCc2ccccc2)CC2CCCN(C)C2)cc1OC (stereo not drawn)	x	2	0
COc1ccc(-c2nn(CCC#N)cc2C=C(C#N)C#N)cc1	x	-4	-6
O=C(NCCCc1ccccn1)C1CCCN(C2CCN(C(=O)C3CC3)CC2)C1 (stereo not drawn)	-17	8	-8
Cc1cc(N2CCC(CO)(CC3CCCCO3)CC2)c2ccccc2n1 (stereo not drawn)	x	22	-3
O=C1/C(=C/c2cc3cc(Br)ccc3o2)Oc2c1ccc(O)c2CN1CCCC1	-8	20	-8
CCC(/C=C/[C@@H](C)[C@H]1CCC2C3CC=C4C[C@@H](O)CC[C@]4(C)C3CC[C@@]21C)C(C)C (stereo partly drawn)	x	-7	0
Cc1cc(NC(=O)CNc2cc(Cl)ccc2C)on1	x	1	-19
CCOc1cccc(C(=O)Oc2cccc3ccc(C)nc23)c1	-2	-6	-6
COC(=O)c1cccc(CSc2nnc(-c3ccccc3Cl)n2-c2ccccc2Cl)c1	-5	4	0
COCCCN1CC2=C(C1=O)C(c1ccsc1)NC(=O)N2C (stereo not drawn)	-7	24	-4

Given as comma-separated lines: part of the list above.
SMILES,mcGAS lum,NPYLR7 agonist,hcGAS lum
COc1ccc(-c2nn(CCC#N)cc2C=C(C#N)C#N)cc1,x,-4,-6
O=C(NCCCc1ccccn1)C1CCCN(C2CCN(C(=O)C3CC3)CC2)C1 (stereo not drawn),-17,8,-8

The list goes on.
SMILES	mcGAS lum	NPYLR7 agonist	hcGAS lum
CCOCCOc1nc(-c2cccc(C(F)(F)F)c2)n(-c2ccc(NC(=O)C(C)(C)CCl)cc2)n1	-6	-3	-2
CC(C)CN1C(=O)N(C2Cc3ccccc3C2)C(=O)C12CCN(Cc1cnn(-c3ccccc3)c1)CC2	-11	3	-3
Cc1cc(N2CCN(C)CC2)nc(SCc2ccc(C(=O)O)o2)n1	-6	10	-3
CC(=O)Nc1ccc(Oc2ccc(C#N)c(C#N)c2)cc1	x	-6	-7
Clc1ccc(CSc2nnc3nc[nH]n23)c(Cl)c1	x	1	-4
Cc1ccc(N=C2NC(=O)CC(C(=O)Nc3ccc(F)c(Cl)c3)S2)cc1 (stereo not drawn)	x	1	-7
Cc1cc(C)cc(NC(=O)Cn2cc(S(=O)(=O)N3CCCC3)ccc2=O)c1	x	2	-2
Cn1cc(OCc2ccc(F)cc2)c(=O)cc1C(=O)NCCc1ccc(F)cc1	x	0	-13
Cc1ccc(CCC(=O)NC2CCOC3(CCSC3)C2)c(C)c1 (stereo not drawn)	x	2	-12
CCc1nc2c(OCC3COc4ccccc4O3)cccn2c1N(C=O)CC(=O)N(C)C (stereo not drawn)	-1	10	-4
